Screening results (PubChem BioAssay)
IP6K1 inh = blocks human inositol hexakisphosphate kinase 1; IP6K1 kinase, ADP-Glo luminescence, 2 h; active compounds read low; 140,000 tested, 0.81% active; activity change, % (series mostly up to about 58 µM); in the data active means activity change below about -25%
Target sequence (Q92551 whole entry, looked up): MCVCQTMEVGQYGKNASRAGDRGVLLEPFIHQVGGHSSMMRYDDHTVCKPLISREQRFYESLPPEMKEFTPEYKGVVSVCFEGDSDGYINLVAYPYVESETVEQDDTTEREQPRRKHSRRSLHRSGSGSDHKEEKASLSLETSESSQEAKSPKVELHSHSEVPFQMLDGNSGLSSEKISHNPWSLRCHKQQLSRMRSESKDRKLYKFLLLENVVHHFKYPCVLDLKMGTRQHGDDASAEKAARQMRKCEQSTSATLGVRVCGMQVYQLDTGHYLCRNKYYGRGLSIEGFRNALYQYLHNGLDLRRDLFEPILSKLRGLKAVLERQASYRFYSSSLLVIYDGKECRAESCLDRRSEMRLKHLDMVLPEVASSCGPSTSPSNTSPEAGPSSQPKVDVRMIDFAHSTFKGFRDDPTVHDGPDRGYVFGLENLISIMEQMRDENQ
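ADP-Glo luminescence measures ADP made by human IP6K1 during a 2 h RT reaction with ATP/IP6 (mix at 1.3 mM/130 uM); top library doses 57.5 and 19.1 uM final.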
Luciferase inh = Photinus pyralis luciferase inhibition; P08659; purified P. pyralis luciferase, luminescence, biochemical; Potency, µM (series often up to 115 µM), inactives show top-dose activity change, negative = inhibition, hits mostly inhibitors; 76,000 tested, 2.5% active; AID 1347043; further: potency means the concentration at half of the fitted maximal effect; nearly all actives have a fitted effect of over 65% in size
Target sequence (P08659 whole entry, looked up): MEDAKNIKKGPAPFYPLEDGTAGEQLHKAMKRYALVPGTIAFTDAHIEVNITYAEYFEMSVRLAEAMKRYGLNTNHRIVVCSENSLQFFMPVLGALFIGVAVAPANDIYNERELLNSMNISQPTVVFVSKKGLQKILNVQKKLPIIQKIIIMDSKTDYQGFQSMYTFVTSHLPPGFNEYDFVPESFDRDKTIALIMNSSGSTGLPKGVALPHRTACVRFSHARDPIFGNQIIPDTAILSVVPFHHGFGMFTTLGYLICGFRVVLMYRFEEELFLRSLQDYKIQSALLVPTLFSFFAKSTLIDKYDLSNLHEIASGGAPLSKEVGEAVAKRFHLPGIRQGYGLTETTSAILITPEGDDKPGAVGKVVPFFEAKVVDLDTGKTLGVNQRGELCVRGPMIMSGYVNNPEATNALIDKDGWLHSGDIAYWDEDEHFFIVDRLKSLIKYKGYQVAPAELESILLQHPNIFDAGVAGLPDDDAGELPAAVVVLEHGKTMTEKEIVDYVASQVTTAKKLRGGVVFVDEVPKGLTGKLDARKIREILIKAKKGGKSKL
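Luminescence read by CCD imaging after purified firefly luciferase (10nM final) was added to substrate buffer holding 10uM D-luciferin and 10uM ATP, pH 7.5, pre-dosed with compound.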
GPT2 inhibitor = GPT2 alanine aminotransferase inhibition | 100,000 tested, 0.25% active | Q8TD30 | Potency, µM (highest dose often 57.7 µM), for the others: at the highest dose activity change, negative = inhibition, actives largely listed as inhibitors | Recombinant GPT2, coupled pyruvate oxidase/HRP Amplex Red fluorescence; further: potency means the concentration at half of the fitted maximal effect; nearly all actives have a fitted effect of over 60% in size; many of its hits are not listed in these tables
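Fluorescence read-out: pyruvate from GPT2 turnover coupled to pyruvate oxidase, HRP and Amplex Red (0.2mM ThPP, 0.2U/mL PO and HRP, 50uM Amplex final). Substrates 250uM a-KG, 2mM L-alanine; enzyme 10ng/uL; 30 min RT.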
SNCA viab count = reduces viability of HEK-293 SNCA reporter cells; HEK-293-SNCA-luc viability, GF-AFC fluorescence, 24 h; Potency, µM (highest dose often 57.1 µM), for the others: top-dose activity change, negative = cytotoxicity, most hits filed as cytotoxic; 150,000 tested, 0.12% active; AID 1671193;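 further: potency means the concentration at half of the fitted maximal effect; 0% = DMSO-treated cells and -100% = medium-only wells without cells; nearly all actives have a fitted effect of over 30% in size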
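Cytotoxicity counterscreen: after 24 h compound treatment of genome-edited SNCA-luciferase HEK-293 cells, live-cell protease substrate GF-AFC read by fluorescence after 30 min; activity scaled between DMSO (0%) and medium-only (-100%), curves Hill-fitted.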
SNCA expr inhib = reduces expression of the alpha-synuclein gene | HEK-293 SNCA-luciferase knock-in, luminescence, 24 h | Potency, µM (top dose mostly 57.2 µM), for inactives: at the highest dose activity change, negative = inhibition, hits mostly inhibitors | 140,000 tested, 0.17% active | AID 1671194;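 further: potency means the concentration at half of the fitted maximal effect; plate controls were DMSO cells for no effect and cell-free wells for full effect; nearly all actives have a fitted effect of over 45% in size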
NIH3T3 tox = kills NIH 3T3 cells; NIH 3T3 viability, CellTiter-Glo ATP luminescence, 48-72 h; 94,000 tested, 4.3% active; Potency, µM (highest dose often 96.7 µM), for the others: top-dose activity change, negative = cytotoxicity, most hits filed as inhibitors; AID 1345082; further: potency means the concentration at half of the fitted maximal effect; nearly all actives have a fitted effect of over 55% in size
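First NIH 3T3 cells are plated at 400 cells/well; next compound is pinned in; then plates incubate 48 or 72 hr at 37 °C; finally CellTiter-Glo is added and luminescence read after 10 min.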
HEK293 tox = cytotoxic compounds in HEK 293 cells | 94,000 tested, 6.6% active | HEK 293 viability, ATP luminescence (CellTiter-Glo), 48-72 h | AID 1345083 | Potency, µM (highest dose often 115 µM), for inactives: at the highest dose activity change, negative = cytotoxicity, actives largely listed as inhibitors; further: potency means the concentration at half of the fitted maximal effect; nearly all actives have a fitted effect of over 60% in size
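Pintool-delivered compounds were incubated with HEK 293 cells (250 cells/well) at 37 degree Celsius for 48 or 72 hr. ATP-dependent luminescence (CellTiter-Glo) then reported remaining viable cells.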
* = called active by the depositor; i = inactive; ? = inconclusive; . = not tested or not shown; [ ] = dose if it differs, or a comment. Unless noted, the call rests on the fitted dose curve; in most records, active means well fitted curve in the direction sought with a large enough effect; inconclusive means small, poorly fitted or top-dose-only effect, or another doubt; inactive means no such curve, though single readings can be large; an effect the other way counts as inactive or inconclusive. Unless noted, on the % scale 0 is the no-effect control and ±100 the full control effect.

SMILES	IP6K1 inh	Luciferase inh	GPT2 inhibitor	SNCA viab count	SNCA expr inhib	NIH3T3 tox	HEK293 tox
Cc1ccc(C)c(C(=O)NC2CCN(c3cnn(CC4CC4)c(=O)c3)CC2)c1	42	-2%	-3%	5%	10%	-29%	-34%
CN(Cc1nc(-c2ccccn2)no1)CC1COc2ccccc2O1 (centres undefined)	2	-15%	i	9%	89%[activator]	-3%	4%
COc1ccc2oc(=O)c(C(=O)NCCc3c(C)[nH]c4ccc(C)cc34)cc2c1	2	.	.	-11%	2%	.	.
Cc1ccsc1CN(C)C(=O)C1CCCN(C2CCN(C(=O)C3CC3)CC2)C1 (centres undefined)	-2	-6%	-8%	16%	5%	-6%	0%
O=C(C1CCOCC1)N1CC(Oc2ccc(-c3nc(-c4ccccc4)no3)cc2)C1	6	?	i	?	17%	-15%	?
COCCN1C[C@H]2CN(Cc3ccccc3)CCN2C1=O	2	-6%[230 µM]	?	1%[87.6 µM]	-9%[87.6 µM]	i	5%[230 µM]
CCC(=O)N1CCc2cc(S(=O)(=O)NCCC(=O)NCc3ccc(C)cc3)ccc21	21	.	.	2%	-9%	.	.
COc1cc(C)cc(C(C(=O)O)N2CCN(c3cnccn3)CC2)c1OC (centres undefined)	28	1%	-7%	7%	-25%	i	2%
Cn1nc(C(=O)NCc2cccnc2)c2c1CN(C(=O)COc1ccccc1)C2	-6	.	i	12%	-1%	-16%	-15%
CCC(CC)C(=O)Nc1ccc2nc(SCc3ccccc3)sc2c1	11	.	.	27%	17%	.	.
COc1ccc(CCNC(=O)CN2C(=O)COc3ccccc32)cc1OC	-34*	.	.	-21%	-1%	.	.
CCc1ccc(CNC(=O)c2cc3c(=O)n(CC)c4ccccc4c3s2)cc1	4	.	.	-3%	2%	.	.
CO[C@H]1C(=O)N(C2CCN(S(=O)(=O)c3c(C)nn(C)c3C)CC2)[C@H]1c1ccncc1	12	-8%	-5%	-1%	5%	2%	-4%
C[C@H](NC(=O)c1sccc1OCc1ccc(Cl)cc1)c1ccccc1	.	.	1%	-25%	?	.	.
COc1ccc(C(=O)N2C[C@@H](F)C[C@H]2C(=O)N2CCCCC2)c(C)c1	0	-1%	-11%	-7%	16%	?	21%
O=C(COc1ccccc1)NC[C@H]1Cn2c(-c3ccc(F)cc3)cnc2CO1	12	-21%[172 µM]	-6%[88.5 µM]	-7%[87.6 µM]	-5%[87.6 µM]	?	-15%[172 µM]
COC(=O)C(NC(=O)CCc1c(C)nc2c(c(C)nn2-c2ccccc2)c1C)C(C)C (centres undefined)	8	.	.	7%	-11%	.	.
COc1ccc(-c2ccc3c(c2)C(=O)N2CC[C@H](NC(=O)COCC(=O)O)[C@H]2C(=O)N3)cc1	-2	?	2%	4%	35%[activator]	3%	-3%
O=C(Nc1ccccc1OCc1cc(=O)n2ccccc2n1)c1ccccc1F	2	.	.	-8%	7%	.	.
COc1ccccc1-n1c(=O)n(C)c2c(C(N)=O)nc(-c3cccc(OC)c3OC)nc21	4	.	.	?	-2%	.	.
c1ccc(Cc2nnc([C@H]3CCN(CC4CCCCC4)C3)o2)cc1	24	-4%[172 µM]	-2%[88.5 µM]	-3%[87.6 µM]	0%[87.6 µM]	-1%[174 µM]	-26%[172 µM]
CCCN(CCC)C(=O)CN1C(=O)CSc2ccc(S(=O)(=O)N3CCC(C)CC3)cc21	12	.	.	?	2%	.	.
O=C1CC(c2noc(-c3ccc(F)c(Cl)c3)n2)CN1c1ccc(F)cc1 (centres undefined)	-7	-8%	i	6%	-13%	?	?
Nc1nc(Nc2ccccc2F)sc1C(=O)c1ccc(Cl)cc1	-12	.	.	-21%	161%[activator]	.	.
CN1CCCN(C(=O)C2CCCCc3nnc(-c4ccccc4)n32)CC1 (centres undefined)	2	.	-4%	9%	47%[activator]	?	-5%
CCc1nc2c(c(-c3ccc(O)cc3)n1)CN(C(=O)C1CC1)CC2	14	.	i	1%[87.6 µM]	41%[activator][87.6 µM]	-18%[138 µM]	?
CCn1ccc(C(=O)N2CCC3(CC2)CN(C2CCC2)CC3CO)n1 (centres undefined)	3	.	i	8%	-11%	-6%	?
Cc1cccc(Cn2c(-c3cccs3)nc3ccccc32)c1	8	.	.	1%	40%[activator]	.	.
COc1ccc(C(=O)N2CC3(Cc4ccccc4N([S+](C)(=O)[O-])C3)C2)cc1	-12	-3%	-4%	-8%	13%	-28%	?
C[C@]1(CO)C2CC[C@@H](O)[C@@H](CC(=O)N3CCC[C@H]3CO)[C@]2(C)CC[C@H]1OC(=O)Nc1cccc(C(F)(F)F)c1 (some centres undefined)	-8	4%	-10%	-10%	?	?	?
O=C(c1ccccc1)N1CCCN(Cc2ccc3c(c2)OCO3)c2ccccc21	-15	-1%	i	-7%	-10%	?	35µM*
O=C(NCc1ccc(-c2cnc3c(Oc4ccccc4)nccn23)cc1)c1cccc(O)c1	-11	-16%[172 µM]	-14%[88.5 µM]	-4%[87.6 µM]	-4%[87.6 µM]	?	?
Cn1cc(CC(=O)N2CCCc3ncc(C(=O)NCc4ccc(F)cc4)cc32)c2ccccc21	-2	-5%	i	-21%	?	?	?
O=C1NC(NS(=O)(=O)c2ccccc2)(C(F)(F)F)C(=O)N1CCc1ccccc1 (centres undefined)	-4	.	.	17%	1%	.	.
CSCCC(=O)N1CCc2[nH]nc(-c3ccc(C(F)(F)F)cc3)c2C1	1	?	?	9%	27%	?	?
CN1c2cc(C(=O)Nc3cccc(C(F)(F)F)c3)ccc2C(=O)N2CCCC21 (centres undefined)	19	-19%	i	-9%[12.5 µM]	32%[activator]	?	?
COc1ccc(Nc2ncnc3c2cnn3-c2ccc(C)cc2C)cc1	0	.	.	-17%	126%[activator]	.	.
Cc1ccc(Nc2ccnc(N3CCCC(C(=O)NCC4CC4)C3)n2)cc1 (centres undefined)	-10	.	i	6%[12.5 µM]	-1%	35µM*	35µM*
Cc1cc(C)c(NC(=O)CSC2=Nc3ccccc3C3=NC(CC(=O)NCc4cccs4)C(=O)N23)c(C)c1 (centres undefined)	3	.	.	?	37%[activator]	.	.
O=C(Cc1ccsc1)N1CCOc2ccc(CN3CCCCCC3)cc2C1	11	.	i	-18%	7%	?	?
CC(=O)N1CC[C@H](c2nc3cc(C)ccc3o2)C1	-2	-15%[230 µM]	-4%[88.5 µM]	-2%[87.6 µM]	85%[activator][87.6 µM]	2%[230 µM]	i
CNC(=O)c1ccc(Cl)c(NC(=O)N[C@H]2CN(C(C)C)C[C@@H]2OC)c1	-5	2%	i	4%	9%	-2%	-10%
CC(C)C[C@@H]1N[C@H](C(=O)N2CCOCC2)Cc2cn(Cc3nccn3C)c3cccc1c23	-9	6%[172 µM]	2%[88.5 µM]	0%[87.6 µM]	10%[87.6 µM]	-30%[174 µM]	-19%[172 µM]
Cc1cccc(CN2CCCC3(Cc4ccccc4CNC3=O)C2)n1 (centres undefined)	0	.	i	-2%	1%	-9%	-7%
CCOc1ccc(CC(=O)N2CCC(C3CCNC3)CC2)cc1OCC (centres undefined)	-12	-13%	i	-5%[12.5 µM]	47%[activator]	-8%	-6%
Cc1noc(C2CC3(CCN(C(=O)CCc4ccccc4)CC3)CN2C)n1 (centres undefined)	-8	-14%	-56%	3%	-22%	-29%	-15%
CNC(=O)[C@@H]1CN(C(=O)c2ccc(C)cc2C)C[C@H]1COC	0	6%	i	15%	-2%	3%	-14%
CCc1ccc(C(=O)N2CCN(c3cc(-c4ccc(OC)cc4)[nH]n3)CC2)cc1	13	-9%	-2%	-4%	?	?	-19%
Fc1cc(F)cc(Cc2nc3nccc(-c4ccccc4)n3n2)c1	-13	1%	i	5%	0%	-30%	?
Cc1ccc(CCNC(=O)CCn2nc(-c3ccc(Cl)cc3)ccc2=O)cc1	-28*	.	.	-1%	21%	.	.
CC(=O)N[C@@H]1C=C(C(=O)NCCC(N)=O)C[C@@H](O)[C@@H]1O	-6	-8%[230 µM]	i	3%[87.6 µM]	11%[87.6 µM]	-8%[174 µM]	-12%[230 µM]
CCNC(=O)C1CCN(c2nnc(C)c3c(C)n(-c4ccc(OC)cc4)nc23)CC1	17	.	.	1%	2%	.	.
Cc1nc(-c2ccc(S(=O)(=O)N3CCN(c4cc(Cl)ccc4C)CC3)cc2)co1	-5	.	.	0%	-19%	.	.
COc1ccc(F)cc1-c1cccc(C(=O)NCCNC(=O)Nc2ccccc2)c1	-5	.	i	-18%	-22%	35µM*	50µM*

Gathered by group, the entries above containing a thiophene ring, fused or not (six)
SMILES	IP6K1 inh	Luciferase inh	GPT2 inhibitor	SNCA viab count	SNCA expr inhib	NIH3T3 tox	HEK293 tox
Cc1ccsc1CN(C)C(=O)C1CCCN(C2CCN(C(=O)C3CC3)CC2)C1 (centres undefined)	-2	-6%	-8%	16%	5%	-6%	0%
CCc1ccc(CNC(=O)c2cc3c(=O)n(CC)c4ccccc4c3s2)cc1	4	.	.	-3%	2%	.	.
C[C@H](NC(=O)c1sccc1OCc1ccc(Cl)cc1)c1ccccc1	.	.	1%	-25%	?	.	.
Cc1cccc(Cn2c(-c3cccs3)nc3ccccc32)c1	8	.	.	1%	40%[activator]	.	.
Cc1cc(C)c(NC(=O)CSC2=Nc3ccccc3C3=NC(CC(=O)NCc4cccs4)C(=O)N23)c(C)c1 (centres undefined)	3	.	.	?	37%[activator]	.	.
O=C(Cc1ccsc1)N1CCOc2ccc(CN3CCCCCC3)cc2C1	11	.	i	-18%	7%	?	?
